ST2 IL33 inh: blocks human ST2 binding to IL-33. AlphaLISA ST2-Fc/biotin-IL-33 interaction, 1 h. AID 1259354. inhibition, % for hits at 17 µM. Q01638. actives 2.3% (n = 78,000); in the data active = inhibition above about 30%; inconclusive = mostly about 10% to 28%
Target sequence (Q01638 whole entry, looked up): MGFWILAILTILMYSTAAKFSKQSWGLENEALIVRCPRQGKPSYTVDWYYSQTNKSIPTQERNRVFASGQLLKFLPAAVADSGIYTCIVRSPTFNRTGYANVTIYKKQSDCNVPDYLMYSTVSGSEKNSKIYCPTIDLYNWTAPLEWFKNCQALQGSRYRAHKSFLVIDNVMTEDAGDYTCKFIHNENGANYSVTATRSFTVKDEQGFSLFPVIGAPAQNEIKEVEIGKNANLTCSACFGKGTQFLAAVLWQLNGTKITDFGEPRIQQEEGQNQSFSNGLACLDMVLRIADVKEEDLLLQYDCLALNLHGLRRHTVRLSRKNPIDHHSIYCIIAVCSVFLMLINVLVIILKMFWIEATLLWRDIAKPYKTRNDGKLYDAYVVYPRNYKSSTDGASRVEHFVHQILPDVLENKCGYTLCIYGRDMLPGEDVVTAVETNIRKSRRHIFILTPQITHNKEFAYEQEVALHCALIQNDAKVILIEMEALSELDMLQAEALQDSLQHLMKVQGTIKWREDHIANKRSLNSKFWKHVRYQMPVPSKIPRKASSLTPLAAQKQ
An asterisk follows results filed as active; i = inactive; ? = inconclusive.

SMILES	ST2 IL33 inh
N#Cc1nc2c(-c3nc4ccccc4n3Cc3ccccc3)c(N)n(CC3CCCO3)c2nc1C#N (centres undefined)	i
Cc1ccc(CNC(=O)CCC2CCCN(C(=O)c3ccc(F)c(Cl)c3)C2)o1 (centres undefined)	?
O=c1c(O[C@@H]2O[C@H](CO)[C@@H](O)[C@H](O)[C@H]2O)c(-c2ccc(O)c(O)c2)oc2cc(O)cc(O)c12	?
COc1cc(C=C2C(=O)OC(c3ccccc3)OC2=O)ccc1OCc1cccc(C(=O)O)c1 (centres undefined)	i
O=C(CN1CCN(Cc2ccc(F)cc2Cl)S1(=O)=O)Nc1cccc(Cl)c1	i
COc1cc(OC)cc(C(=O)Nc2nc(CC(C)=O)ns2)c1	i
COCc1nnc(NC(=O)c2ccc(S(=O)(=O)N3CC(C)CC(C)C3)cc2)o1 (centres undefined)	i
Cc1ccc(N2C(=O)NC3CC2(C)Oc2ccc(Br)cc23)cc1C (centres undefined)	i
O=C1CCCC2=C1C(c1cccc(F)c1)n1nc(SCc3ccccc3)nc1N2 (centres undefined)	?
Cc1[nH][nH]c(=O)c1CC(=O)NCCn1c(C)cc2ccccc21	i
O=C(C1CCCN1S(=O)(=O)c1cccc2nsnc12)N1CCc2ccccc2C1 (centres undefined)	i
CC(=O)OC1CC2C(COC(=O)CC(C)C)=COC(OC(=O)CC(C)C)C2C1(O)CCl (centres undefined)	?
O=C(c1ccc2nc3sc4c(c3c(=O)n2c1)CCCC4)N1CCN(c2ccccn2)CC1	?
Cn1c(=O)c2c(nc3n(Cc4ccccc4)c(-c4ccc(F)cc4)cn23)n(C)c1=O	i
Cc1[nH]c(-c2ccccc2)nc1C(=O)N1CCNC(C(=O)O)C1 (centres undefined)	i
Cc1c(NC(=O)C2CC2)cccc1[N+](=O)[O-]	i
CNc1nc(C(=O)N2CCC3(CC2)C(=O)N(C)c2ccccc23)cs1	i
Cc1ccc(N=Cc2nc(-c3ccc(Br)cc3)oc2O)cc1Cl	i
Cn1c(=O)c2c(nc3n(CCCO)c(-c4ccc(F)cc4)cn23)n(C)c1=O	i
Cc1ccc(C(=O)Nc2ccc3c(c2)ncn3-c2ccc(C)cc2)cc1	i
CC1CCc2sc(NC(=O)c3ccc(N4C(=O)C5C6C=CC(C6)C5C4=O)cc3)c(C#N)c2C1 (centres undefined)	i
CCOCCCNCc1c(Cl)cccc1Cl	i
CC(C)Cc1cc(C(=O)N2CCN(C(c3ccccc3)c3ccccc3)CC2)no1	i
Cc1ncc2c(c1CNC(=O)Cc1cccs1)CCN(C(=O)CCc1ccccc1Cl)C2	?
CCOc1ccc(S(=O)(=O)NCC(OCC)OCC)c2cccnc12	i

Next results.
SMILES	ST2 IL33 inh
CCCCNC(=O)CN1C(=O)c2ccccc2S1(=O)=O	i
CC1(C)CC(=O)C2=C(C1)OC(N)=C(C#N)C2c1cccc(F)c1 (centres undefined)	i
COc1ncccc1C(=O)N(CC1CCN(C2Cc3ccccc3C2)CC1)CC1CCCO1 (centres undefined)	i
CCOC(=O)c1[nH]c2ccccc2c1NC(=O)c1ccco1	i
N#C/C(=C/c1cn(Cc2ccc(Cl)cc2Cl)c2ccccc12)C(=O)NCC1CCCO1 (centres undefined)	32%*
CCOC(=O)Cn1c(=O)n(-c2ccc(F)cc2)c2nc(-c3cccc(C)c3)nc(C(N)=O)c21	i
O=C(NCc1cccs1)c1ccc2c(c1)N(Cc1ccccc1)C(=O)c1ccccc1S2	i
COCCN(CCOC)S(=O)(=O)c1ccc(C(=O)Nc2nnc(-c3cccs3)o2)cc1	i
CCC(=O)c1ccc(OCC(=O)N2CCCC(C(=O)c3ccccn3)C2)cc1 (centres undefined)	i
Cc1ccc(CN2CCCN(CC(=O)NC(C)CCc3ccccc3)S2(=O)=O)cc1 (centres undefined)	i
O=C(c1ccccc1-c1ccccc1)N1C[C@@H]2[C@H](C1)[C@H]1CC[C@@H]2O1	i
Cc1oc(-c2cccs2)nc1CN1CCCC(C(=O)NCc2cccnc2)C1 (centres undefined)	i
CCOC(=O)N1CCN(Cc2ccc(Cl)cc2Cl)CC1	i
O=C(O)C(Cc1ccccc1)N/C=C/C(=O)C(F)(F)F (centres undefined)	i
C=CCn1cc(CN2CCN(c3ncccc3C)CC2)c(C)n1	i
Cc1ccc2nc(NC(=O)Nc3ccc(F)cc3)sc2c1	i
Cc1nc(-c2cc3cc(Cl)cc(Cl)c3oc2=O)cs1	?
C=C1C(=O)O[C@@H]2C[C@H](C)[C@@H]3CC(=O)C(C)=C3C[C@H]12	i
O=C(Cn1c(=O)[nH]c2ccsc2c1=O)N1CC=C(c2ccccc2)CC1	?
CC(C)N(C(=O)Nc1cccc(Cl)c1)C(C)C	i
CC1CCN(c2nc3c(c(=O)n(C)c(=O)n3C)n2CCSc2nc3ccccc3o2)CC1	i
O=C1[C@H]2CN(S(=O)(=O)c3ccc(F)cc3)CCN2C(=O)N1CCO	i
O=C(c1cccc(-c2ncc[nH]2)c1)N1CCOC(CCCc2ccccc2)C1 (centres undefined)	?
Oc1c(C=NCc2ccc(F)cc2)[nH]c2ccc(Br)c(Cl)c12	39%*
Cc1ccc(NC(=O)c2cc3cc(Br)cc(Br)c3oc2=O)cc1	i

Three entries already listed, sorted by number of heavy atoms, descending:
SMILES	ST2 IL33 inh
CC1CCN(c2nc3c(c(=O)n(C)c(=O)n3C)n2CCSc2nc3ccccc3o2)CC1	i
O=C(c1cccc(-c2ncc[nH]2)c1)N1CCOC(CCCc2ccccc2)C1 (centres undefined)	?
CCOC(=O)c1[nH]c2ccccc2c1NC(=O)c1ccco1	i

(next part)
SMILES	ST2 IL33 inh
O=C(NC(c1ccccc1)c1ccccc1)C1CC1c1ccccc1 (centres undefined)	i
COc1cc(OC)c(OC)cc1CN1CCN(c2cc(C)ccc2C)CC1	35%*
O=C1NCC2(CCCN(C(=O)Cc3cccnc3)CC2)O1 (centres undefined)	?
CCN1C(=O)N(CCCc2cccnc2)C(=O)C12CCN(C1CCSC1)CC2 (centres undefined)	i
N#Cc1nc(COc2ccccc2Cl)oc1NCCN1CCOCC1	?
Cc1ccc(C(CC(=O)NCC2(c3ccccc3)CCOCC2)c2ccccc2)c(O)c1 (centres undefined)	i
COc1cc(NC(=O)CCc2c(C)n(C)c3cc(-c4ccccc4OC)nn3c2=O)cc(OC)c1	?
CC(C)(C)C1CCc2c(sc(NC(=O)COc3ccc(F)cc3)c2C(N)=O)C1 (centres undefined)	i
O=C(Cn1cnc2c(cnn2-c2ccccc2)c1=O)NCC1CCCO1 (centres undefined)	i
C=CCc1ccccc1OCC(O)CN1C(=O)c2ccccc2C1=O (centres undefined)	i
CN(C)CCNC(=O)c1cc(-c2ccncc2)nc2ccccc12	?
CC1=C(C(=O)Nc2ccc(Cl)cc2)C(c2cccnc2)n2ncnc2N1 (centres undefined)	i
Cc1c(Cc2ccc(Cl)cc2)c(NCCCn2ccnc2)n2c(nc3ccccc32)c1C#N	?
COc1ccc(C2CC(=O)c3c(O)cc(O)cc3O2)cc1O (centres undefined)	?
O=C(NCc1ccccn1)c1cc(NCC[C@@H]2C[C@@H]3C=C[C@H]2C3)ccn1	i
Cn1c(=O)c2c(n3c(SCC(N)=O)nnc13)-c1ccccc1CC21CCCCC1	i
CC(C(=O)NCCc1cnc[nH]1)N1C(=O)c2cccc3cccc1c23 (centres undefined)	i
CN(C)CCCNC(=O)C1(O)c2ccccc2NC(=O)N1c1ccccc1 (centres undefined)	i
Fc1ccccc1CN1CCN(c2ccccn2)CC1	i
Cc1nn(CC(=O)O)c(C)c1NC(=O)CSc1ccncc1	i
Cc1nc2ccccc2c(=O)[nH]1	i
CCc1ccc(-c2nc(CN3CCCC(C(=O)NC4CCCC4)C3)c(C)o2)cc1 (centres undefined)	i
Cc1ccccc1Cc1c(C)nc2nc(SCC(=O)NCCC(C)C)nn2c1C	i
CCCc1n[nH]c(=O)n1-c1ccccc1Cl	i
N#Cc1c(NC(=O)COc2cccc3ccccc23)sc2c1CCCC2	i

The list continues:
SMILES	ST2 IL33 inh
O=S(=O)(c1ccc(F)cc1)N1CCN(c2cc(-c3cccc(F)c3)ncn2)CC1	i
CN(C)C[C@H]1O[C@@H](CO)[C@@H](O)[C@H]1N1CCN(C)CC1	?
COc1cc2c(C(=O)NCCCN3CCCC3)cn(CC(C)C)c(=O)c2cc1OC	?
O=C(C1CC2(CCNCC2)CN1)N1CCc2nnc(-c3ccccc3)n2CC1 (centres undefined)	i
c1ccc(-c2cn(C3CCN(c4cc(-n5cccn5)ncn4)CC3)nn2)nc1	?
COc1ccc(CN2CCC(O)CC2)cc1	?
O=C(c1cc2cc(F)ccc2[nH]1)N1CCOC(CCc2ccccc2)C1 (centres undefined)	i
COc1c(F)cccc1C(=O)N1CCC(O)(CN(C)C)C1 (centres undefined)	i
COc1ccc(C[C@H](NC(=O)C2=C[C@@H](NC(=O)CS(=O)(=O)c3ccccc3)[C@@H](O)[C@H](O)C2)C(N)=O)cc1	i
Cc1ccc(C2(c3noc(COc4cccc(O)c4)n3)CCCC2)cc1	i
CCC(=O)N1CCN=C1SCc1ccc(Br)cc1	i
COc1ccc(NC(=O)CCCn2nc(C)c([N+](=O)[O-])c2C)cc1	i
Oc1ccccc1-c1nc(NCCc2ccccc2)c2ccccc2n1	?
CCCCC1CCC(C(=O)NN)CC1 (centres undefined)	i
Cc1nc2ccccc2n1CC(O)COc1ccc(C(=O)O)cc1 (centres undefined)	i
CCN(CC)CCNc1nc2c(c(=O)n(C)c(=O)n2C)n1Cc1c(F)cccc1Cl	i
CC(C(=O)N1CCc2onc(-c3cccc(F)c3)c2C1)n1ccnc1 (centres undefined)	i
COc1ccc(C2CC(c3ccc(Br)cc3)=NN2C(=O)c2cccnc2)cc1 (centres undefined)	?
Cc1ccc(N2C(=O)[C@@H]3[C@H]4C=CC([C@@H]3C2=O)C42CC2)c(C)c1	?
O=C1CCCC2=C1C(c1ccncc1)Nc1ccc(C(=O)c3ccccc3)cc1N2 (centres undefined)	?
CCCNC(=O)c1ccc(Cn2c(=O)c3cc(OC)c(OC)cc3n(CC(=O)NC(C)CC)c2=O)cc1 (centres undefined)	i
COc1ccc(-c2ccc(C(=O)N(Cc3nccn3C)C3CC3)o2)cc1	i
COCCCN1C(=O)C(=O)C(=C(O)c2ccc(Cl)cc2)C1c1ccc(F)cc1 (centres undefined)	i
CCOCCCNC(=O)C1(O)c2ccccc2NC(=O)N1c1ccc(OCC)cc1 (centres undefined)	i
CC1CCC2(CC1)C(C#N)C(=O)NC(=O)C2C#N (centres undefined)	?

Going on with the list.
SMILES	ST2 IL33 inh
O=c1cc(-c2cccc([N+](=O)[O-])c2)c2ccc(OCc3ccc(F)cc3)cc2o1	?
CC(C)(C)CC(=O)NC1CC(=O)N(c2ccc(F)cc2)C1 (centres undefined)	?
COc1ccccc1C(C)N(C)C(=O)c1cc(C)c(C)c(S(N)(=O)=O)c1 (centres undefined)	i
Cn1cc(CC(=O)NCCC2=CCCCC2)c2ccccc21	i
C=CC(C)(O)CC/C=C(\C)CCC(O)C(C)(C)O (centres undefined)	43%*
COc1cccc(-c2nnc(NC(=O)c3ccc(S(=O)(=O)N4CCOCC4)cc3)o2)c1	i
CN(C(=O)c1cc(-c2ccc(Cl)cc2)on1)c1ccccc1	i
O=C(Nc1nc(-c2cccs2)cs1)c1ccc(Br)cc1	i
CC(=O)N1CCn2nc(C(=O)NCCc3sccc3C)cc2C1	i
Cc1ccc(OC(=O)c2cccc(C(=O)Oc3ccc(C)cn3)n2)nc1	i
CCOc1ccc(S(=O)(=O)NCCCOC(C)C)c2cccnc12	i
CCc1c(C)sc(NC(=O)c2cc(-c3ccco3)on2)c1C#N	i
CCOc1ccc(-c2csc(NC(=O)c3ccc(OC)c(OC)c3)n2)cc1	i
O=C1[C@@H]2[C@H](C(=O)N1c1ccc(Cl)cc1Cl)[C@H]1C=C[C@@H]2C12CC2	i
C1CCN(CCCNC2C3CC4CC(C3)CC2C4)C1 (centres undefined)	?
CC(C)COC(=O)C1C2C=CC3(CN(CC4CCCO4)C(=O)C13)O2 (centres undefined)	i
Cc1nnc(Nc2cccc(F)c2)[nH]c1=O	i
COc1ccc(CC(=O)Nc2cc(N3CCCS3(=O)=O)ccc2C)cc1OC	?
CCCCN(C)C(=O)Cc1c(C(=O)O)[nH]c2ccc(Cl)cc12	i
O=C(OCc1ccccc1)c1ccccc1	?
Oc1cc(-c2cccc(Cl)c2)cc2c1OCCN(CCn1cccc1)C2	i
Cc1ccc(NC(=O)c2ccccc2F)c([N+](=O)[O-])c1	?
CCOc1ccc(NS(=O)(=O)c2c(C)n[nH]c2C)cc1	i
CCOC(=O)C1(C/C=C/c2ccccc2)CCCN(C(=O)CCc2ccco2)C1 (centres undefined)	?

Among those listed so far, 13 have an NH in an aromatic ring.
SMILES	ST2 IL33 inh
Cc1[nH][nH]c(=O)c1CC(=O)NCCn1c(C)cc2ccccc21	i
Cc1[nH]c(-c2ccccc2)nc1C(=O)N1CCNC(C(=O)O)C1 (centres undefined)	i
CCOC(=O)c1[nH]c2ccccc2c1NC(=O)c1ccco1	i
O=C(Cn1c(=O)[nH]c2ccsc2c1=O)N1CC=C(c2ccccc2)CC1	?
O=C(c1cccc(-c2ncc[nH]2)c1)N1CCOC(CCCc2ccccc2)C1 (centres undefined)	?
Oc1c(C=NCc2ccc(F)cc2)[nH]c2ccc(Br)c(Cl)c12	39%*
CC(C(=O)NCCc1cnc[nH]1)N1C(=O)c2cccc3cccc1c23 (centres undefined)	i
Cc1nc2ccccc2c(=O)[nH]1	i
CCCc1n[nH]c(=O)n1-c1ccccc1Cl	i
O=C(c1cc2cc(F)ccc2[nH]1)N1CCOC(CCc2ccccc2)C1 (centres undefined)	i
Cc1nnc(Nc2cccc(F)c2)[nH]c1=O	i
CCCCN(C)C(=O)Cc1c(C(=O)O)[nH]c2ccc(Cl)cc12	i
CCOc1ccc(NS(=O)(=O)c2c(C)n[nH]c2C)cc1	i

Only part of the results is shown; the hit share may differ from the screen's.
